High-throughput results from PubChem.
AMA1-RON2 inh – inhibitors of Plasmodium falciparum AMA1-RON2 interaction | AlphaScreen AMA1-biotinylated RON2 peptide binding | Potency, µM (top dose mostly 58.2 µM), inactives show top-dose activity change, negative = inhibition, actives largely listed as inhibitors | actives 0.2% (n = 360,000) | AID 720542;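 further: potency means the concentration at half of the fitted maximal effect; 0% = vehicle wells and -100% = peptide control; nearly all actives have a fitted effect of over 45% in size; some results filed as inactive show a strong effect at the top dose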
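AMA1 (3D7) with his tag at 25 nM final met compounds first, then biotinylated RON2 peptide at 25 nM; detection used donor plus acceptor beads, 10 µg/mL apiece, read by AlphaScreen after 30 min at room temperature.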
Tb PYK inh – inhibitors of Trypanosoma brucei pyruvate kinase. TbPYK enzyme, Kinase-Glo Plus ATP luminescence, 45 min. Q57TT1. Potency, µM (highest dose often 76.8 µM), for the others: at the top dose activity, negative = inhibition, hits mostly inhibitors. actives 0.12% (n = 410,000); further: potency means the concentration at half of the fitted maximal effect; nearly all actives have a fitted effect of over 50% in size
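Luminescence from Kinase-Glo Plus, added after a 45-minute room-temperature reaction, served as the end-point read-out. The enzyme and substrate were preincubated with compound before ADP (130 uM final) initiated turnover. Concentration-effect curves came from normalized qHTS data.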
AmpC detergent – AmpC beta-lactamase inhibition with detergent present | Potency, µM (doses to about 114 µM), for the others: at the top dose activity change, negative = inhibition, actives largely listed as inhibitors | AmpC hydrolysis of nitrocefin, absorbance 480 nm, 0.01% Triton | P00811 | actives 0.041% (n = 370,000) | AID 485294;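 further: potency means the concentration at half of the fitted maximal effect; 0% = no-compound wells and -100% = no-enzyme wells; nearly all actives have a fitted effect of over 25% in size; some results filed as inactive show a strong effect at the top dose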
Target sequence (P00811 whole entry, looked up): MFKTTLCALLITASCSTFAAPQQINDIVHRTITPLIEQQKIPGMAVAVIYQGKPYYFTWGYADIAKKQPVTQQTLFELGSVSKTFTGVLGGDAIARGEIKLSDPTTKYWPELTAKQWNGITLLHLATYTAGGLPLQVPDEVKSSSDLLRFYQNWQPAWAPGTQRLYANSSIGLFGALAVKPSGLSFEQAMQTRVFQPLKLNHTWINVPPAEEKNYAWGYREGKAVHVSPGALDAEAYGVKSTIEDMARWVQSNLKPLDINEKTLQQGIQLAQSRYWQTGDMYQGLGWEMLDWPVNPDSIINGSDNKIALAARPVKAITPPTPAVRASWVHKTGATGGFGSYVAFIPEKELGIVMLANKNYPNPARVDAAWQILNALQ
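AmpC (5.3 nM in the dispensed reagent) in 20 mM phosphate pH 7.0 with 0.01% (detergent screen) or 0.0001% Triton X-100 was preincubated with compounds for 15 min at room temperature. Nitrocefin was then added from an 800 uM solution, and hydrolysis was followed at 480 nm.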
HCV inh – blocks hepatitis C virus; Huh7.5.1 HCVcc-Cre infection, luciferase reporter, 44 h; Potency, µM (series often up to 41.8 µM), without a hit: at the top dose activity change, negative = inhibition, most hits filed as inhibitors; actives 3.4% (n = 340,000); further: potency means the concentration at half of the fitted maximal effect
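HCVcc-Cre virus at an moi near 0.5 was added right after compound to cells cultured 4 h from seeding (1,000 cells/well). Luciferase activity was determined 44 h later, 15 min after substrate addition at RT.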
HCMV antiviral – blocks human cytomegalovirus replication; HFF cells, HCMV-luciferase reporter, 72 h; stronger effect = lower value; activity change, negative = inhibition, % at 57.5 µM; actives 4.5% (n = 410,000); AID 1259415; in the data active means activity change below about -60%; inconclusive means no clear call, values can overlap the other calls; inactive means above about -39%
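Inhibition of viral replication was scored as loss of reporter luminescence in HFFs infected with HCMV-luciferase (MOI 1 PFU/cell) for 72 h; compounds tested at 2 doses, normalized to buffer and Salinomycin controls.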
AmpC inh no detg – inhibitors of E. coli AmpC beta-lactamase without detergent | P00811 | AmpC nitrocefin hydrolysis, absorbance 480 nm, 0.0001% Triton | Potency, µM (top dose mostly 57.1 µM), for inactives: at the highest dose activity change, negative = inhibition, actives largely listed as inhibitors | actives 0.52% (n = 330,000);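 further: potency means the concentration at half of the fitted maximal effect; plate controls were no compound for no effect and no enzyme for full effect; nearly all actives have a fitted effect of over 20% in size; some results filed as inactive show a strong effect at the top dose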
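AmpC (5.3 nM in the dispensed reagent) in 20 mM phosphate pH 7.0 with 0.01% (detergent screen) or 0.0001% Triton X-100 was preincubated with compounds for 15 min at room temperature. Nitrocefin was then added from an 800 uM solution, and hydrolysis was followed at 480 nm.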
LmPK inhibitor – inhibitors of Leishmania mexicana pyruvate kinase; purified LmPK, Kinase-Glo ATP luminescence, 1 h; Potency, µM (series often up to 57.5 µM), for inactives: at the top dose activity change, negative = inhibition, hits mostly inhibitors; actives 0.37% (n = 290,000); further: potency means the concentration at half of the fitted maximal effect
Target sequence (Q27686 whole entry, looked up): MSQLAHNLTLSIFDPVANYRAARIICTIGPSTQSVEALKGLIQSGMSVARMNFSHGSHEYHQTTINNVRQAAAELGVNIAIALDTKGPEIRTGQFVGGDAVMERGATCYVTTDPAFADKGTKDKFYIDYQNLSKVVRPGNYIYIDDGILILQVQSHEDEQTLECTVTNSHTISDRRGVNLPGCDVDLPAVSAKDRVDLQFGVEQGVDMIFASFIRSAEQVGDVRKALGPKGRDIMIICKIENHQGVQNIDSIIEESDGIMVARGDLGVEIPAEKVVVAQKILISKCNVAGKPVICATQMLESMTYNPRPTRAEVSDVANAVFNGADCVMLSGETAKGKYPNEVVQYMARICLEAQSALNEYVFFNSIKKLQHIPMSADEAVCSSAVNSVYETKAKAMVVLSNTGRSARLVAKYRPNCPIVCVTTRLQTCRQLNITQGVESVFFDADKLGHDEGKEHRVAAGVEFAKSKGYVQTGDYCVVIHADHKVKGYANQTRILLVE
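0.1 nM LmPK, 0.5 mM PEP, 0.1 mM ADP; 50 mM imidazole pH 7.2, 7 mM MgCl2, 50 mM KCl; 1 h RT. Kinase-Glo luminescence readout, normalized to no-enzyme (full inhibition) and uninhibited wells.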
An asterisk follows results filed as active; ? = inconclusive; nt = not tested or not shown; & = joins results of further samples; [ ] = another dose, or the depositor's remark. Unless noted, the call rests on the fitted dose curve; in most records, active means well fitted curve in the direction sought with a large enough effect; inconclusive means small, poorly fitted or top-dose-only effect, or another doubt; inactive means no such curve, though single readings can be large; an effect the other way counts as inactive or inconclusive. Unless noted, on the % scale 0 is the no-effect control and ±100 the full control effect.

SMILES	AMA1-RON2 inh	Tb PYK inh	AmpC detergent	HCV inh	HCMV antiviral	AmpC inh no detg	LmPK inhibitor
Cc1cc(=O)n2nc(N3CCCC(C(=O)NCCCN4CC(C)CC(C)C4)C3)sc2n1 (stereo unspecified)	12%	-4%	-3%	15%	?	-23%	-2%
Cn1c(SCC(=O)NC2CCCC2)nnc1C(F)(F)F	9%	-1%	-24%	19%	-20	-7%	nt
Cc1c(O)ccc(NC(=O)/C=C/c2ccccc2)c1C	5%	10%	-7%	7%	?	-2%[2.29 µM]	-1%
C=CC1CN2CCC1CC2C(O)c1ccnc2ccccc12 (stereo unspecified)	-1%	4%	nt	-4%	-6	nt	nt
CC(C)CC(=O)Nc1ccc(Oc2ccc3c(c2)C(=O)NC3=O)cc1	2%	-17%	-3%	12%	7	-44%	-2%
CNC(=O)C1(C)C=CC2(CCCCC2)N1C(=O)OC (stereo unspecified)	-1%	-10%	nt	24%	5	nt	nt
Cc1c(C(=O)OCC(=O)N2CCC(C)CC2)oc2ccccc12	1%	4%	?	4%	-30	-7%	nt
CS(=O)(=O)c1ccc(C2=C(CNC(=O)c3nccs3)[C@H]3CC[C@@H](C2)N3Cc2ccco2)cc1	8%	2%	nt	nt	22	nt	nt
CCOc1ccc(N(C(C)C(=O)Nc2cccnc2)S(C)(=O)=O)cc1 (stereo unspecified)	-2%	-3%	3%	15%	-16	-20%	-8%
COc1cc(NC(=O)CS(=O)(=O)c2ccccc2)cc(OC)c1OC	-2%	-2%	-13%	-18%	?	-12%	-2%
O=C(Cn1c(=O)oc2ccccc21)NCc1ccco1	2%	-4%	?	3%	-10	-13%	-2%
COc1ccccc1N1CCN(c2nc3ccccc3n3cnnc23)CC1	nt	0%	-2%	nt	-17	nt	nt
O=C(N=Nc1c(O)n(Cc2ccccc2)c2ccccc12)c1ccncc1	?	4%	3%	-24%	-7	28%	-15%
CC(C)c1ccc(NC(=O)C2CCCN(S(=O)(=O)c3cccc4cccnc34)C2)cc1 (stereo unspecified)	nt	6%	6%	nt	-6	nt	nt
CCOc1ccc(/C=C/C(=O)Nc2ccc(OC)cc2[N+](=O)[O-])cc1	0%	-4%	-6%	-9%	-17	-2%	2%
O=C(COc1cccc(-n2cnnn2)c1)N1CCOCC1	36%[activator]	-1%	?	19%	47	-18%	1%
COc1ccc(-c2nc3ccccc3s2)cc1NC(C)=O	-26%	4%&2%	-6%&5%	-28%	136&48	-13%	-2%
O=C(O)c1ccc(C2(c3ccc(C(=O)O)cc3)OC(=O)c3ccccc32)cc1	13%	4%	-13%	13%	-11	-12%	0%
COc1ccc2[nH]cc(CCNC(=O)Cc3c(F)cccc3Cl)c2c1	2%	-14%	-1%	?	-16	-26%	6%
Cc1cc(OCC(O)CNC(C)(C)C)ccc1Cl (stereo unspecified)	-19%	2%	7%	?	-29	5%	1%
O=C(c1ccc([N+](=O)[O-])c(CS(=O)(=O)c2ccc(Cl)cc2)c1)N1CCCCC1	8%	4%	13%	-5%	-37	18%	9%
Cc1c(Cl)cccc1NC(=O)CCN1C(=O)C2CC=CCC2C1=O (stereo unspecified)	28%	-9%	3%	nt	-26	-13%	-4%
O=C1CCC(C(=O)N2CCSCC2)CN1Cc1ccc(Cl)cc1 (stereo unspecified)	2%	2%	1%	-15%	44	19%	-1%
N#Cc1ccc(OCC(=O)NNC(=O)C2CCCCC2)cc1	90%[activator]	-4%	nt	27%	-28	-14%	nt
CCCOc1ccc(CNC(=O)CCCn2nc(C)c3sc4ccccc4c3c2=O)cc1	nt	1%	3%	nt	-8	nt	nt
Cc1cc(Cl)ccc1C(O)c1ncc(-c2cccc3ccccc23)[nH]1 (stereo unspecified)	-4%	11%	nt	nt	8	nt	nt
COC(=O)CC1COc2ccccc2N1C(=O)c1cccc(Cl)c1 (stereo unspecified)	-9%	-2%	3%	5%	-16	7%	1%
COCCNC(=O)C(c1ccc(F)cc1)N(Cc1ccco1)C(=O)CCC(=O)Nc1nccs1 (stereo unspecified)	-6%	-9%	-16%	1%	-13	60%	1%
COC(=O)c1ccccc1NC(=O)CCCn1nc([N+](=O)[O-])c(Br)c1C	0%	3%	0%	31%[activator]	-4	15%	3%
Cc1nn(-c2nc3ccccc3s2)c(N)c1-c1ccccc1	-1%	2%	2%	?	88	-60%	-7%
O=C(NCc1csc(-c2cccs2)n1)c1ccccc1	0%	3%	-4%	-21%	23	-22%	-1%
O=C(NC[C@H]1CCCO1)c1cccc2c1C(=O)c1ccc(-c3ccc(F)cc3OCc3ccccc3)cc1S2(=O)=O	-6%	1%	nt	10µM*	-34	86%[activator]	nt
COC(=O)c1cnn(-c2ccc(C(=O)Nc3ccc(OC(F)(F)F)cc3)cc2)c1N	nt	4%	3%	nt	-15	nt	nt
O=C(NCCOC(=O)C1COc2ccccc2O1)C1COc2ccccc2O1 (stereo unspecified)	-1%	3%	?	10%	55	77%[activator]	6%
CCOC(=O)c1[nH]c(C)c(/C(O)=C2\C(=O)C(=O)N(CCN(C)C)C2c2ccco2)c1C (stereo unspecified)	7%	-4%	7%	9%	?	-8%	-6%
COc1cccc(C(=O)N2CCN(Cc3ccc(OC)cc3OC)CC2)c1	?	17%	1%	-5%	24	87%[activator]	2%
COc1ccc(NC(=O)COCc2cc(-c3ccco3)on2)cc1	nt	1%	-8%	nt	10	nt	nt
CCOC(=O)[C@]12Cc3cc(Cl)ccc3[C@H]1N(C)C(=O)c1cc(OC)ccc12	-17%	-16%	nt	nt	-96*	nt	nt
CCOC(=O)N1CCC(NC(=O)CSCc2nc(-c3sccc3C)oc2C)CC1	-2%	5%	-18%	?	nt	65%[activator]	1%
CCOC(=O)C1CCN(S(=O)(=O)c2ccc3c(c2)NC(=O)C(C)S3)CC1 (stereo unspecified)	0%	-1%	?	?	-25	-6%	3%
Nc1nonc1-n1nnc(C(=O)N/N=C/c2cccnc2)c1-c1cccs1	7%	6%	-2%	3%	0	-7%	-1%
O=C1c2ccccc2CN1CCSC(=S)N1CCOCC1	7%	-1%	?	19%	54	-19%	-1%
Cc1ccc2[nH]c3c(c2c1)CN(C(=O)CN1CCSCC1)CC3	nt	nt	-9%	nt	13	74%[activator]	2%
CC(CC(=O)Nc1cc([N+](=O)[O-])ccc1Cl)c1ccccc1 (stereo unspecified)	-2%	6%	-1%	-6%	?	-25%	1%
COc1cc(OC)cc(C(=O)NC(=S)NCc2ccco2)c1	0%	-19%	-5%	0%	50	-25%	-1%
O=C(NCc1ccc2c(c1)OCO2)C1COc2ccccc2O1 (stereo unspecified)	13%	0%	-4%	1%	95	-13%	4%
CN(CC(=O)Nc1c(Cl)cccc1Cl)C(=O)c1cc(-c2cccs2)nn1-c1ccccc1	2%	-4%	?	?	-21	-9%	nt
CCc1ccc(CN(C)C(=O)c2cc(COc3cccc(C(F)(F)F)c3)on2)nc1	33%[activator]	-1%	-2%	?	11	170%[activator]	2%
CCOc1cc(/C=N/NC(=O)c2ccc(NC(=O)C3CC3)cc2)ccc1O	22%	1%	2%	4%	22	-41%	-8%
CS(=O)(=O)c1ccc(C(=O)Nc2ccc(N3CCOCC3)cc2)c(Cl)c1	0%	2%	-2%	-16%	-34	-13%	1%
COc1ccc(S(=O)(=O)N2CCC(C(=O)N3CCCCCC3)CC2)cc1	1%	?	11%	10%	-20	39%	10%
COc1ccccc1C(=O)Nc1cc(C)on1	-8%	8%	-2%	-4%	77	-8%	-4%
N#Cc1c2n(c3c(=O)n(Cc4ccc(Cl)cc4)cnc13)CCCC2	-5%	-2%	-16%	-20%	-23	31%	7%
C=CCOC(=O)C1=C(C)NC(SCC(=O)Nc2ccc(C)c(Cl)c2)=C(C#N)C1c1ccco1 (stereo unspecified)	-1%	-2%	?	6.3µM*	?	7.9µM*	2%
Cc1cc(NC(=O)CCn2c(=O)sc3ccccc32)no1	-2%	1%	nt	15%	-27	nt	nt
Cc1cc(C)c2[nH]c(=O)c(CN(Cc3ccc4c(c3)OCO4)Cc3nnnn3C3CCCC3)cc2c1	-13%	2%	?	?	-24	0%	2%
CCn1cc(/C=C(\NC(=O)c2cc(OC)c(OC)c(OC)c2)C(=O)NCCN2CCOCC2)c2ccccc21	-2%	2%	-13%	5%	-23	165%[activator]	-3%
Cn1ccc(C(=O)N2CCCc3ccccc32)n1	-1%	-1%	-14%	-3%	11	-10%	-5%
CSCc1ccc(C(=O)NCC(c2cccs2)N2CCOCC2)cc1 (stereo unspecified)	12%	-3%	?	6%	8	0%	nt
CS(=O)Cc1cc(Sc2ccccc2)nc(-c2cccnc2)n1 (stereo unspecified)	8%	-3%	1%	14%	-37	28%	6%

Remaining list, next part
SMILES	AMA1-RON2 inh	Tb PYK inh	AmpC detergent	HCV inh	HCMV antiviral	AmpC inh no detg	LmPK inhibitor
Cc1cc(=O)[nH]c2nnc(SCc3ccc(Cl)c(Cl)c3)n12	nt	-4%	-1%	nt	58	nt	nt
COc1cc(NC(=O)CSc2nc3ccccc3cc2C)c(C(=O)O)cc1OC	15%	-2%	-8%	24%	-8	-22%	1%
CCOc1ccccc1NC(=O)C1CCN(C(=O)Cc2ccccc2)CC1	16%	7%	3%	2.2µM*	-6	17%	-12%
CC12CCC(C(=O)N(Cc3ccccc3)Cc3ccccc3)(OC1=O)C2(C)C (stereo unspecified)	-4%	1%	-11%	-11%	-32	44%	-1%
O=C(O)c1ccccc1C(=O)NCc1ccc(F)cc1	4%	-2%	4%	5%	67	-13%	0%
CCN(CC)C(=O)CSc1nc2c(sc(=S)n2-c2ccccc2)c(=O)n1-c1ccc(OC)cc1OC	-15%	-19%	-4%	?	-69*	-3%	1%
Cc1cccnc1NS(=O)(=O)c1ccccc1	27%	-9%	nt	nt	-4	nt	nt
C=C1CC2C=C(NC(C)=O)CC(C1)C2 (stereo unspecified)	-4%	0%	-23%	6%	18	-5%	3%

In the list so far, 3 have a COOH group.
SMILES	AMA1-RON2 inh	Tb PYK inh	AmpC detergent	HCV inh	HCMV antiviral	AmpC inh no detg	LmPK inhibitor
O=C(O)c1ccc(C2(c3ccc(C(=O)O)cc3)OC(=O)c3ccccc32)cc1	13%	4%	-13%	13%	-11	-12%	0%
COc1cc(NC(=O)CSc2nc3ccccc3cc2C)c(C(=O)O)cc1OC	15%	-2%	-8%	24%	-8	-22%	1%
O=C(O)c1ccccc1C(=O)NCc1ccc(F)cc1	4%	-2%	4%	5%	67	-13%	0%

No enrichment for hits, and some 7.5% of all compounds hit somewhere here.
